From PubChem BioAssay
NF-kB expr up: activators of NF-kB expression in neurons, primary screen, cell-based, HTS; 190,000 tested, 1.6% active; human neuronal cells, NF-kB reporter expression; hits give high values; fold change at 12.5 µM; in the data active = fold change above about 3.3
STAT3 inh: IL-6 driven STAT3 reporter inhibitors, primary screen, U3A cells, luciferase, luminescence, MLSCN library; IL-6 STAT3-luciferase reporter; host cell line lacks STAT1; inhibition, % at 5.5 µM; 190,000 tested, 0.89% active; AID 862, 2007;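 active = inhibition above the mean inhibition across all screened compounds plus 3 SD, cut at about 44% in these data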;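 also: 0% = DMSO only wells and 100% = 100 µM nifuroxazide control wells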
FLuc stim CS: FLuc activators, initial screening, artefact control for FLuc-dependent activation tests, biochemical, ATPlite luminescence; Luciferin 4-monooxygenase (Photinus pyralis), P08659; ATPlite luciferase biochemical, 10 min; 0 = ATP-free wells, 1 = DMSO control; activation factor at 10 µM; 200,000 tested, under 10 active; AID 1027, 2008;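 active = luciferase activation factor, scaled between plate controls, of at least 2 with compound at 10 µM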
Target sequence (P08659 whole entry, looked up): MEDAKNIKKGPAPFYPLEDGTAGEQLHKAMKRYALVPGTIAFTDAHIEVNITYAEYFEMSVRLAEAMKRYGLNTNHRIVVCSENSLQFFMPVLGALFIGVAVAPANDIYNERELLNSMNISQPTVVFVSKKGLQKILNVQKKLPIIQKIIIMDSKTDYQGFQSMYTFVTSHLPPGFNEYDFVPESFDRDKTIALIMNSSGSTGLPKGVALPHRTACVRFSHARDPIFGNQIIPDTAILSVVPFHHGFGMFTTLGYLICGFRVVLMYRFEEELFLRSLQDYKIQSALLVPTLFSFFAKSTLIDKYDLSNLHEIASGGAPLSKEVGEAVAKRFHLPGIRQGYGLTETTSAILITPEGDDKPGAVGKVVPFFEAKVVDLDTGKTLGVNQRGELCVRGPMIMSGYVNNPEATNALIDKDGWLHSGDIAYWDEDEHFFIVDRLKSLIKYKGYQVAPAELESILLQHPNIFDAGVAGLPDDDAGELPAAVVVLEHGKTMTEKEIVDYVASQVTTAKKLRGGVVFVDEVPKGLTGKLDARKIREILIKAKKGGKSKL
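Material: luciferase plus luciferin reagent, cell-free. Medium: PBS buffer for ATP. Also added: ATP substrate, dispensed from a 10.24 µM working solution in PBS. Doses: test compounds dosed from 2 mM stocks in 100% DMSO. Incubation: 10 min post-reagent at room temperature. Technique: light output (luminescence). Read-out basis: luminescence gain marking luciferase activators.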
FLuc inh counter: firefly luciferase enzyme inhibitors, primary screen, artefact control for luciferase-based inhibitor screens, biochemical, luminescence, ATPLite. inhibition, % at 10 µM. 10 min. 200,000 tested, 1.5% active;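 active = inhibition above about 50% when tested at 10 µM, limit read from the data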
STAT1 act: STAT1 signaling activators, primary screen, cell-based, HTS, luciferase reporter | NIH 3T3 STAT1-luciferase reporter, IFN-gamma, luminescence; 100% = IFN-gamma alone, no compound | activation (% of control), % at 5.5 µM | 200,000 tested, 2.6% active | AID 932, 2007;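 active = activation above the screen-wide mean activation plus 3 SD, cut at about 130% in these data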;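 also: raw ratio to IFN-gamma control signal so 100% means no change and 0% no light; values of inactives mirror those of a sister screen read the other way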
STAT1 blocker: STAT1 signaling inhibitors, primary screen, cell-based, HTS, luciferase reporter | NIH 3T3 STAT1-luciferase reporter, IFN-gamma, luminescence | inhibition, % at 5.5 µM | 200,000 tested, 0.35% active | AID 920, 2007;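 active = inhibition above a set limit, the mean inhibition across all tested compounds plus 3 SD, cut at about 34% in these data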;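 also: 0% = IFN-gamma with DMSO and 100% = IFN-gamma with 300 µM nifuroxazide; values of inactives mirror those of a sister screen read the other way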
APP transl inh: inhibitors of APP translation via 5'UTR reporter, primary screen, APP 5'UTR luciferase, SH-SY5Y cells; SH-SY5Y APP 5'UTR-luciferase reporter, luminescence; inhibition, % at 2 µM; 190,000 tested, 0.82% active;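 active = inhibition above a set limit, derived from the sample mean plus 3 SD, cut at about 45% in these data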; also: values of inactives mirror those of a sister screen read the other way
STAT3 act: IL-6 driven STAT3 reporter potentiators, primary screen, U3A cells, luciferase, luminescence, MLSCN library; IL-6 STAT3-luciferase reporter; 100% = signal with IL-6 EC80 alone; activation (% of control), % at 5.6 µM; 190,000 tested, 0.91% active;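 active = activation above the screen-wide mean of compound activation plus 3 SD, cut at about 130% in these data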;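 also: 0% = background luminescence of wells with medium and substrate only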
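Material: STAT3-luciferase reporter U3A cells; Probe or stimulus: IL-6 (33 ng/mL); Incubation: compound pre-incubation 1 h before IL-6, then 6 h stimulation at 37 °C; Technique: luminescence from STAT3-driven luciferase reporter; Evaluation: % activation versus median of IL-6-stimulated wells; Controls: IL-6-only high control.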
APP 5'UTR act: activators of APP 5'UTR luciferase reporter, primary screen, SH-SY5Y cells; SH-SY5Y APP 5'UTR luciferase reporter, luminescence; zero percent = DMSO vehicle wells; activation, % at 2 µM; 190,000 tested, 1% active; AID 1276, 2008;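 active = activation above a set limit, based on mean plus 3 SD of controls, cut at about 140% in these data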; also: values of inactives mirror those of a sister screen read the other way
ROMK mod: ROMK potassium channel modulators, primary screen, cell-based, thallium flux, MLSMR library; 130,000 tested, 2% active; AID 1918, 2009; B-score at 10 µM; Tet-inducible ROMK, thallium flux fluorescence; actives lie on both sides;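 active = signal ratio slope over the read window, or its plate-corrected B-score, at least 3 SD from the plate mean, either direction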;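 also: B-score of the F/F0 ratio slope over 7 to 12 s after thallium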
Target sequence (P48048 whole entry, looked up): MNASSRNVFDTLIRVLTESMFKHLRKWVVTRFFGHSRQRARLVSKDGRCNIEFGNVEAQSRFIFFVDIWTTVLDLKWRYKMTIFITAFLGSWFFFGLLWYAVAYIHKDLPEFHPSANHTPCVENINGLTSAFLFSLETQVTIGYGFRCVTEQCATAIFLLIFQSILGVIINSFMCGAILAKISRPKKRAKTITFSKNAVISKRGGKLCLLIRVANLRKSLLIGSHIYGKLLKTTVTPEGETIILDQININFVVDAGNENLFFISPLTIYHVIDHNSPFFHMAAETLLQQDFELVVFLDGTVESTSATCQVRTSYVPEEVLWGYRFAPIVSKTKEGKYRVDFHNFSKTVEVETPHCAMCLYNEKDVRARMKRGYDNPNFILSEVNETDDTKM
Starred values were filed as active, the others as inactive; . = no result given.

SMILES	STAT1 blocker	ROMK mod	FLuc inh counter	FLuc stim CS	STAT3 inh	NF-kB expr up	APP transl inh	STAT1 act	STAT3 act	APP 5'UTR act
Cc1cc(C)cc(N(CCC(=O)Nc2nnc(C)s2)S(=O)(=O)c2ccc(Cl)cc2)c1	-1	.	-2	1	-1	1.2	-1	101	100	1
O=C(CSc1c(Cl)cccc1Cl)N1CCC(c2nc3ccccc3s2)CC1	-5	.	-7	1.1	11	1.1	4	105	96	-4
COC(=O)c1ccc(COc2ccc(-c3nnn(CC(=O)NC(C)(C)C)n3)cc2)cc1	0	.	-3	1	4	0.95	4	100	99	-4
Nc1nnnn1N=C1CCCCC1	-5	0.013	-4	1	1	1.2	-7	104	101	7
O=c1c2ccccc2nc(/C=C/c2c[nH]c3ccccc23)n1CCO	-18	.	11	0.9	-38	0.58	-76	115	136*	76
O=C(NC(=S)N1CCCCCC1)c1ccc(Cl)cc1Cl	3	7.1*	-6	1.1	15	1	-21	96	92	21
COc1ccc(Nc2nnc(-c3ccccc3)c3ccccc23)cc1C(=O)N1CCCCC1	-16	.	-5	1.1	8	0.76	-5	115	95	5
O=C(CCCN1C(=O)/C(=C/c2ccccc2Cl)SC1=S)Nc1ccccn1	12	-2.1	2	1	17	0.95	4	89	88	-4
COc1ccc(NC(=O)C/C(C)=N/NC(=O)c2ccncc2)c([N+](=O)[O-])c1	-1	-0.89	0	1	10	0.97	-10	99	96	10
Cc1cccc(C)c1NC(=O)NN1C(C)CCCC1C (configuration not stated)	7	-0.42	-8	1.1	11	1	-3	93	101	3
CN(CC(=O)Nc1ccc(Cl)cc1)S(=O)(=O)c1cccc2cccnc12	2	.	-3	1	17	0.88	8	99	92	-8
COCCn1c(SCC(=O)Nc2sccc2C(N)=O)nnc1-c1ccncc1	0	0.62	-7	1.1	1	1.9	4	99	101	-4
O=C1OCCN1CCNCc1cn(-c2ccc(F)cc2)nc1-c1ccccc1Cl	-3	-0.23	-4	1	2	0.96	-5	101	100	5
CC1(C)OC(=O)C(=CNCC(=O)NCC(=O)O)C(=O)O1	2	0.026	-3	1	-1	1.1	14	98	103	-14
O=C(CO/N=C/c1ccc(OC(F)F)cc1)NC1CCCCCC1	4	-0.16	-5	1	8	1.1	-5	97	93	5
COc1ccc(C(=O)Cc2cnn(-c3ccccc3)c2)c(O)c1	-23	-0.81	2	1	-11	2.5	-83	121	113	83
NC(=O)CSc1nnc(-c2cc3ccccc3o2)n1Cc1ccccc1	5	.	-9	1.1	5	0.9	-6	95	97	6
O=C(NC(=S)Nc1cccnc1)c1cc2ccccc2o1	-35	3.5*	20	0.8	8	1.9	3	131*	97	-3
CCOc1ccccc1NC(=O)Cn1c(=O)oc2ccccc21	7	-0.24	-1	1	2	1.8	9	91	100	-9
Cc1ccc(NS(=O)(=O)c2cc(C(=O)NCc3ccccn3)ccc2Cl)cc1	-1	.	-6	1.1	5	1	10	101	100	-10
CN1C(=O)c2cccc(NC(=O)C3CCCCC3)c2C1=O	-8	.	1	1	3	1	-8	107	105	8
COc1ccc(CNC(=O)CSc2cc(=O)n(C)c3ccccc23)cc1	-7	-1.5	-7	1.1	13	1.5	-18	105	91	18
COc1cc(OC)cc(C2=NCCN2)c1	5	-0.13	-4	1	14	1	-11	93	90	11
CC(C)OC(=O)Nc1ccc2c(c1)N(C(=O)CCN1CCOCC1)c1ccccc1CC2	5	0.18	8	0.9	3	0.56	7	93	99	-7
O=C1CCCc2c1nc(-c1ccco1)n2O	-6	0.92	-2	1	0	0.94	12	105	102	-12
CCOC(=O)CCCCC(=O)c1[nH]c(=O)[nH]c1Cn1ccnc1	6	0.92	2	1	-7	1.5	-5	101	106	5
CC(=O)C(Cc1ccccc1)NC(=O)CN1CCc2ccccc2C1 (configuration not stated)	-2	-0.15	-9	1.1	-2	1.2	8	100	112	-8
CC(C)c1ccccc1NC(=O)COC(=O)c1c2c(nc3ccccc13)CCN(Cc1ccccc1)C2	8	.	-6	1.1	24	0.37	8	93	82	-8
COc1ccc(C)cc1NC(=O)C(Sc1nnnn1C)c1ccccc1 (configuration not stated)	1	0.014	-3	1	7	1	-5	98	98	5
C/C(=N\NC(=O)c1c[nH]c2ccccc12)c1ccccn1	-64	0.033	38	0.6	12	0.92	47*	157*	96	-47
COC(=O)C1=C(C)NC2=C(C(=O)CC(C)(C)C2)C1c1cccc(C)n1 (configuration not stated)	2	.	1	1	-6	1	-4	98	105	4
COc1cccc(CN(c2ccc3c(c2)CCC3)S(=O)(=O)c2ccc(-n3cnnn3)c(OC)c2)c1	-10	0.057	-2	1	-5	0.79	-1	109	103	1
CCOC(=O)C1CCN(S(=O)(=O)c2cccc(-c3cn4cc(Cl)ccc4n3)c2)CC1	15	-0.23	4	1	12	1.2	-1	86	93	1
COc1cccc(CN2CCN(C(=O)c3ccco3)CC2)c1OC	1	.	.	.	8	.	1	99	96	-1
CCOc1ccccc1NC(=S)N1CCC(NC(=O)C(C)(C)C)CC1	2	0.33	-4	1	5	1	6	96	99	-7
CCCOP(=O)(OCCC)C(NC(=O)C(C)(C)C)c1ccccc1 (configuration not stated)	1	.	-5	1	9	1.2	-2	99	94	2
Cc1ccc(/C=C/C(=O)N2CCCN(C(=O)/C=C/c3ccc(C)cc3)CC2)cc1	9	.	19	0.8	-4	0.94	-26	92	103	26
CCCC(=O)Nc1cc(OCC)c(NC(=O)NC2CCCCC2)cc1OCC	2	.	2	1	8	1.1	-8	98	102	8
Cc1ccc2[nH]cc(CCNC(=O)Nc3ccccc3)c2c1	4	-1.6	-6	1.1	27	0.97	11	94	77	-11
CCCCOC(=O)Nc1cc(C)c(Cl)cc1OC	7	0.62	-6	1.1	-9	1.2	13	94	108	-13

Reprinted from the listing for reference:
SMILES	STAT1 blocker	ROMK mod	FLuc inh counter	FLuc stim CS	STAT3 inh	NF-kB expr up	APP transl inh	STAT1 act	STAT3 act	APP 5'UTR act
Cc1ccc2[nH]cc(CCNC(=O)Nc3ccccc3)c2c1	4	-1.6	-6	1.1	27	0.97	11	94	77	-11
CCCCOC(=O)Nc1cc(C)c(Cl)cc1OC	7	0.62	-6	1.1	-9	1.2	13	94	108	-13

Continuation.
SMILES	STAT1 blocker	ROMK mod	FLuc inh counter	FLuc stim CS	STAT3 inh	NF-kB expr up	APP transl inh	STAT1 act	STAT3 act	APP 5'UTR act
O=C(NCCc1ccccc1)c1ccc(-n2cnnn2)cc1	-13	.	3	1	-3	1.7	-10	112	107	10
COc1ccccc1NC(=O)C(=O)NCc1ccccc1Cl	0	-0.081	-3	1	23	1.3	6	99	82	-6
CCn1ccc(-c2ccccc2)c(C#N)c1=O	-1	0.84	-8	1.1	-1	0.89	-1	101	110	1
COc1cc(C2NC(=S)NC(C)=C2C(=O)OC(C)C)ccc1OC(C)C (configuration not stated)	2	-0.18	-3	1	10	1.2	2	92	95	-2
O=C1NC2(CCC3(CC2)OCCO3)NN1c1ccccc1	-4	-0.47	-5	1.1	11	0.99	-1	103	97	1
COc1cccc(OC)c1C(=O)Nc1nc2ccc([N+](=O)[O-])cc2s1	8	1	-4	1	19	.	15	93	88	-15
CCc1ccccc1NC(=O)c1cnc2scc(C)n2c1=O	-19	.	1	1	16	1.4	6	117	94	-6
NC(=O)/C(=N\O)c1ccccc1	10	-0.63	-7	1.1	-4	0.92	-6	91	106	6
CCSc1nnc(N2C(=O)CC(c3ccsc3)C3=C2CC(C)(C)CC3=O)s1 (configuration not stated)	3	.	-3	1	-5	0.9	-10	98	108	10
Cc1oc(-c2ccccc2F)nc1CS(=O)CC(=O)NCc1cccs1 (configuration not stated)	-3	.	-7	1.1	4	0.86	.	103	104	.
Cc1ccc(NC(=O)c2cc(-c3ccco3)on2)cc1	-30	.	22	0.8	7	2.7	7	127	103	-7
COc1cc(NC(=O)c2nnn(Cc3ccc(SC)cc3)c2N)cc(OC)c1	8	.	-3	1	23	0.84	-12	93	85	12
COc1ccc(/C(C)=N\NS(C)(=O)=O)c(OC)c1	0	-0.43	1	1	1	0.91	-14	99	100	14
COc1cc(CN2CCCC(C)C2)cc([N+](=O)[O-])c1O (configuration not stated)	-2	2.2	-3	1	0	1	-8	102	106	8
Cn1cnc(S(=O)(=O)Nc2ccc(C(F)(F)F)cc2)c1	1	.	1	1	-3	1.2	4	99	103	-4
C/C(=N\N=C(c1ccccc1)c1ccccc1)c1ccco1	3	0.24	-2	1	6	1.5	16	97	96	-16
CCN1CCN(Cc2ccc(NC(=O)Nc3ccccc3OC)cc2)CC1	-9	.	47	0.5	0	1.7	-71	105	99	71
CCOC(=O)N1CCC(NC(=O)C(C)n2c3ccccc3c3cnn(C)c(=O)c32)CC1 (configuration not stated)	10	.	-4	1	-7	1.2	1	90	109	-1
O=C(CSc1nc(-c2ccccc2)c(-c2ccccc2)o1)NC1CCS(=O)(=O)C1 (configuration not stated)	10	0.24	-12	1.1	5	1.2	-9	90	102	9
C/C(=N\NC(=O)CNC(=O)C(c1ccccc1)c1ccccc1)c1ccccc1	-9	.	-2	1	-10	0.91	-7	108	105	7
COc1ccc(C2C3=C(CCCC3=O)Nc3nc(-c4cc(OC)c(OC)c(OC)c4)nn32)cc1OC (configuration not stated)	15	.	0	1	5	0.62	-3	86	99	3
Cc1cc(NC(=O)CSc2nc3ccccc3c(=O)n2Cc2ccc(F)cc2)no1	5	1	-4	1	14	0.86	-18	95	96	18
COC(=O)c1cc(Br)c(=O)n(CCC2=CCCCC2)c1	3	.	-10	1.1	3	1.2	-7	97	99	7
CCOC(=O)N1CCN(C(=O)c2ccc(OCC)cc2)CC1	-3	.	4	1	-1	1.1	2	101	103	-2
CC(C)CNC(=O)COc1ccccc1[N+](=O)[O-]	-4	.	-7	1.1	-17	1.4	-15	104	110	15
COc1ccc(C2NC3=C(CCC3)C3(C#N)C(OC)(OC)N=C(N)C23C#N)cc1 (configuration not stated)	8	0.025	-8	1.1	7	0.29	7	93	101	-7
O=C(NC12CC3CC(CC(C3)C1)C2)c1ccc(-c2ccc(Cl)cc2)o1	-33	1.4	22	0.8	-34	0.76	-55	130*	126	55
CCCCCC(=O)N/N=C(\C)c1ccc(N2CCCCC2)cc1	-10	0.016	0	1	22	1.3	-10	109	84	10
